Screening data (PubChem BioAssay)
AT treatment: candidate therapy for ataxia-telangiectasia. […] A-T fibroblasts, KAP-1 phosphorylation AlphaLISA; neocarzinostatin DNA damage 30 min before lysis. Potency, µM (highest dose often 57.5 µM), inactives show at the highest dose activation, actives largely listed as activators. hit rate 0.19% among 320,000. AID 485349; further: potency means the concentration at half of the fitted maximal effect; % of control where 0% means no effect; nearly all actives have a fitted effect of over 45% in size
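ATM-like activity read as KAP-1 phosphorylation via AlphaLISA donor/acceptor antibody pairs after lysis and 6 hr at 25C. Cells were ATM-null patient fibroblasts ([…], hTERT), dosed 60 min, then exposed to the DSB inducer NCS for 30 min.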
PTAP TSG101 blk: blocks PTAP/TSG101 interaction to inhibit HIV-1 budding. Q99816. Fluorescence polarization, FITC-PTAP peptide / Tsg101 binding. Potency, µM (titrated, usually from 115 µM), for inactives: at the highest dose activity change, negative = inhibition, actives largely listed as inhibitors. 340,000 tested, under 10 active; active means well fitted inhibition curve with a large enough effect in the main read-out, with a control signal flat, not every such curve was filed as active; inconclusive means small, poorly fitted or top-dose-only effect, or effect the other way, or a change in a side signal; inactive means no such curve, though single readings can be large or run the other way; further: potency means the concentration at half of the fitted maximal effect; % of control where 0% means no effect
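Tsg101 binding domain (10 uM final) was mixed with compound and a FITC-labeled PTAP peptide (50 nM final) in HEPES pH 7.5 buffer with NaCl, Tween 20, EDTA and TCEP; fluorescence polarization was read after 20 min at r.t.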
Mito fusion yeast: mitochondrial division inhibition or fusion activation; S. cerevisiae fusion-defective mutant growth rescue, CellTiterGlo 48 h; AID 485298; hit rate 0.23% among 320,000; Potency, µM (series often up to 46.1 µM), for inactives: at the highest dose growth rescue (activation), hits mostly activators;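 further: potency means the concentration at half of the fitted maximal effect; % of control where 0% means no effect; nearly all actives have a fitted effect of over 45% in size; temperature-sensitive fusion mutants such as fzo1-1 at 37 °C on non-fermentable ethanol glycerol medium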
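Compounds are tested for their ability to restore growth of mitochondrial fusion-defective yeast strains at non-permissive 37C in YPEG medium over 48 hours. Viability is quantified by luciferase luminescence.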
Eya2 inh: Eya2 (human) phosphatase inhibition. O00167. recombinant Eya2, OMFP fluorescence dephosphorylation (OMFP is methylfluorescein phosphate). Potency, µM (top dose mostly 76.9 µM), inactives show at the highest dose activity, negative = inhibition, actives largely listed as inhibitors. hit rate 0.006% among 330,000. AID 488837; further: potency means the concentration at half of the fitted maximal effect; on the % scale 0 is the no-effect control and ±100 the full control effect
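Eya2 (0.2 uM) preincubated 10 min at ambient with compound, then OMFP substrate added at 50 uM; 10 min reaction in 50 mM HEPES pH 7.5, 50 mM NaCl, 5 uM MgCl2, 0.05% BSA, 1 mM DTT. Fluorescence read at Ex 485/Em 525 nm.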
ELG1 repair inh: blocks ELG1-dependent DNA repair in HEK293T cells | Potency, µM (series often up to 46.1 µM), for inactives: top-dose activity change, negative = inhibition, usual class: inhibitors | hit rate 2.3% among 330,000 | HEK293T ELG1-luciferase reporter, luminescence, 16 h; DNA damage induced by 5-fluorouridine; further: potency means the concentration at half of the fitted maximal effect; on the % scale 0 is the no-effect control and ±100 the full control effect; nearly all actives have a fitted effect of over 55% in size
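In this reporter screen, reduction of luminescence relative to DMSO vehicle indicated activity. Compounds and 5-fluorouridine were added together to 2,000 cells per well, incubated for 16 hr at 37 °C, then developed with ONE-Glo.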
TSHR antag: human thyrotropin receptor antagonism; TSHR-expressing cells, TSH-stimulated cAMP HTRF, 2 h; hits give low values; hit rate 0.2% among 330,000; P16473; activity change, negative = inhibition, % at 11.5 µM;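 active means activity change below a set negative limit, meaning inhibition stronger than a set level, cut at about -70% in these data; inconclusive means activity change between two set negative limits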; further: on the % scale 0 is the no-effect control and ±100 the full control effect
Target sequence (P16473 whole entry, looked up): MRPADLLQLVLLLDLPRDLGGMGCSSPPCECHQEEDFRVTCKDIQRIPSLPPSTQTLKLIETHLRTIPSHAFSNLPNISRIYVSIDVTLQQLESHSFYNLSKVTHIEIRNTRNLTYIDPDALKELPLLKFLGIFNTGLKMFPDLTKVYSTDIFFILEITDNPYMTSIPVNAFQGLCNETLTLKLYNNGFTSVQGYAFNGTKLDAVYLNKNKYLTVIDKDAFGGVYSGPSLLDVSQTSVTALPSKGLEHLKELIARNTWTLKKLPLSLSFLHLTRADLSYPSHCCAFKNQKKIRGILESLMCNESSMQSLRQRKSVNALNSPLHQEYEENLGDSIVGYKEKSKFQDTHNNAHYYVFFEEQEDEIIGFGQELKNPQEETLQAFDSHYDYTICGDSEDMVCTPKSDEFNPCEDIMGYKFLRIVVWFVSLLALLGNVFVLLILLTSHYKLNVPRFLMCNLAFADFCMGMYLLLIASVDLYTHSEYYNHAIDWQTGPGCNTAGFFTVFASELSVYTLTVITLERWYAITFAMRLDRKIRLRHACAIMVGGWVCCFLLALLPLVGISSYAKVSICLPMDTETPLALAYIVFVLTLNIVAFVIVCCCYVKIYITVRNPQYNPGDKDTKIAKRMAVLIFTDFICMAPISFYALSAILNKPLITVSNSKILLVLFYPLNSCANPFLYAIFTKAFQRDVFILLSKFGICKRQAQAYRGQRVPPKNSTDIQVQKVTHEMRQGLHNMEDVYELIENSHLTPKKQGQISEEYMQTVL
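Inhibition of cAMP made by TSHR-expressing cells under TSH stimulation (4nM final, EC80; 2 h, 37 deg C) is quantified with a one-step lysis HTRF kit, anti-cAMP cryptate versus cAMP-d2.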
Integrin act MD: integrin-mediated muscular dystrophy alleviation activation | Potency, µM (highest dose often 38.3 µM), without a hit: at the top dose activation, hits mostly activators | alpha7betagal myoblasts, beta-gal FDG fluorescence, 48 h | hit rate 0.064% among 350,000;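 further: potency means the concentration at half of the fitted maximal effect; 100% = response of the positive control SU9516; nearly all actives have a fitted effect of over 60% in size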
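alpha7betagal+/- myoblasts (passage 13, 250/well) treated 48 h at 37C with compounds at 1:260 dilution of DMSO stock. Lysed, then beta-galactosidase activity read as FDG fluorescence (ex 480/em 540) after 30 min, with pre-read for autofluorescence.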
Tb PFK block: T. brucei PFK enzyme inhibition. O15648. T. brucei PFK, ADP-Glo luminescence. Potency, µM (top dose mostly 57.5 µM), for the others: top-dose activity, negative = inhibition, most hits filed as inhibitors. hit rate 0.17% among 330,000;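 further: potency means the concentration at half of the fitted maximal effect; 0% = uninhibited 1x PFK enzyme wells and -100% = no-enzyme wells; nearly all actives have a fitted effect of over 60% in size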
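1.25 nM PFK with 0.5 mM F6P and 0.1 mM ATP in 0.1 M TEA pH 8.0, 5 mM MgCl2, incubated 45 min at room temperature; ADP measured by ADP-Glo luminescence; compounds titrated up to 57 uM.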
S-ASM inh: blocks human secretory acid sphingomyelinase; placental ASM, HMU-PC fluorogenic substrate, 60 min; AID 504937; hit rate 0.006% among 340,000; Potency, µM (highest dose often 57.5 µM), for inactives: at the highest dose activity change, negative = inhibition, actives largely listed as inhibitors; P17405; further: potency means the concentration at half of the fitted maximal effect
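HMU-PC0 cleavage (9 uM final) by human placental ASM, 60 min at 37 °C following 10 min compound exposure at RT; stopped at pH 10, fluorescence Ex 386/Em 447 nm.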
TCR activator: activates T cell receptor signaling; 330,000 tested, under 10 active; Potency, µM (series often up to 9.22 µM), inactives show at the highest dose activation of IL-2 secretion, hits mostly activators; primary human leukocytes, anti-CD3, IL-2 HTRF, 48 h; further: % of control where 0% means no effect
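TCR engagement came from a-CD3 beads alone, with compounds added to primary human leukocytes for 48 hr. Secreted IL-2 bridged europium cryptate- and d2-labelled anti-IL-2 antibodies, giving FRET emission at 665nm after 320nm excitation.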
Chronic BCR inh: blocks chronic active B-cell receptor signaling | ABC-DLBCL IkBa-CBG/CBR reporter, luminescence ratio, 4 h | Potency, µM (top dose mostly 46.1 µM), for inactives: top-dose ratio change, negative = lower green/red ratio, actives largely listed as inhibitors | hit rate 0.05% among 340,000 | AID 493014; active means well fitted inhibition curve with a large enough effect in the signal ratio, with a control signal flat, not every such curve was filed as active; inconclusive means small, poorly fitted or top-dose-only effect, or effect the other way, or a change in a side signal; the % refers to the signal ratio;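 further: potency means the concentration at half of the fitted maximal effect; plate controls were basal doxycycline-induced cells for no effect and cells given 10 µM MG132 for full effect; MG132 reads +100%, hits lower the ratio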
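TMD8 ABC-DLBCL cells carrying doxycycline-inducible green luciferase fused to IkappaBalpha plus unfused red luciferase were exposed to compounds (up to 46 uM) for 4 hrs at 37C. Activity came from the overlap-corrected green/red luminescence ratio.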
Active calls of the source: *; ? = inconclusive; / = no result given; & = joins results of further samples; [ ] = dose if it differs, or a comment. Unless noted, the call rests on the fitted dose curve; in most records, active means well fitted curve in the direction sought with a large enough effect; inconclusive means small, poorly fitted or top-dose-only effect, or another doubt; inactive means no such curve, though single readings can be large; an effect the other way counts as inactive or inconclusive.

molecule	AT treatment	PTAP TSG101 blk	Mito fusion yeast	Eya2 inh	ELG1 repair inh	TSHR antag	Integrin act MD	Tb PFK block	S-ASM inh	TCR activator	Chronic BCR inh
O=C(Nc1ccc(Br)cc1)C1CC(c2c(F)cccc2Cl)=NO1 (stereo not drawn)	-3%	-10%	-4%	3%	21%	-38	5%	3%	-3%	1%	0%
CCOC(=O)NCc1ccc(S(=O)(=O)Nc2c(C)cccc2C)cc1	-2%	-7%	1%	-16%	0%	-7	7%	1%	-1%	3%	-3%
O=C(c1cc([N+](=O)[O-])ccc1N1CCOCC1)N1CCN(S(=O)(=O)c2cc(Cl)ccc2Cl)CC1	4%	-2%	-6%	1%	?	14	1%	-9%	-3%	-78%	6%
Cc1ccc(C(=O)CSc2nnc(-c3c[nH]c4ccccc34)o2)cc1	4%	2%	3%	9%	0%	-10	13%	-6%	-1%	6%	-20%
CC(NC(=O)Cn1ncc(Cl)c(Cl)c1=O)C12CC3CC(CC(C3)C1)C2 (stereo not drawn)	-16%	-2%	?	-9%	18µM*	-100*	-52%[inhibitor]	5%	-1%	8%[46.1 µM]	?
CN(Cc1ccco1)C(=O)C1CCC(=O)N1Cc1ccc(F)cc1 (stereo not drawn)	3%	1%	0%	11%	8%	-1	7%	0%	2%	-4%	10%
O=C(NC1CCN(C(=O)Nc2ccccc2Cl)CC1)c1cccc(F)c1	-7%	0%	-3%	-1%	-16%	18	-15%	0%	-2%	2%	-2%
COc1ccc(S(=O)(=O)Nc2cc3c4c(c2)CCN4C(=O)CC3)cc1	-3%	-9%	6%	-17%	?	-3	-5%	-13%	-4%	4%	-17%
COc1ccc(/C=C/C(=O)Nc2ccc3nc4n(c(=O)c3c2)CCCC4)cc1OC	1%	-3%	-5%	-3%	-1%	7	-19%	3%	98%	4%	1%
CN(C)CCCOC(=O)c1sc2ccccc2c1Cl	0%	0%	1%	4%	?	12	13%	2%	-3%	-6%	19%
O=C(NCc1ccc2c(c1)OCO2)C1CC(=O)N(c2ccc(O)cc2)C1 (stereo not drawn)	3%	-4%	-1%	-20%	16%	-2	20%	-6%	1%	-17%	-1%
COc1cc(C(=O)NCCCNc2nc3cc(C)c(C)cc3cc2C#N)cc(OC)c1OC	2%	-8%	-14%	-12%	?	-2	-2%	3%	/	-1%	-19%
O=C(NCc1ccco1)c1ccc(S(=O)(=O)c2cccc(S(=O)(=O)N3CCOCC3)c2)cc1	-3%	-3%	3%	-3%	1%	-11	-15%	-4%	2%	3%	?
Cc1ccc2cc3cc(C(=O)NC4CC4)oc3nc2c1	-3%	0%	10%	0%	?	23	0%	1%	-1%	8%	1%
N#Cc1ccc(C(=O)NC(=S)NC2CCCCC2)cc1	6%	0%	/	-14%	?	-18	0%	8%	-2%	-4%	1%
C=CCOC(=O)C1C(=O)CC(C)(O)C(C(=O)OCC=C)C1c1ccc(N(C)C)cc1 (stereo not drawn)	-1%	-5%	5%	8%	-5%	-8	11%	-1%	2%	5%	19%
C/C(=N\NC(N)=O)c1cc(Cl)cc(Cl)c1O	-16%	0%	1%	-4%	-16%	0	-1%	-7%	8%	11%	7%
CCNc1nc(NCC)n2c(SCC(=O)Nc3ccc(NC(C)=O)cc3)nnc2n1	-1%	0%	3%	-7%	3%	23	26%	?	-2%	-2%	0%
CCOC(=O)c1cnn(-c2ncnc3sc(C)c(C)c23)c1N	16%	-2%	2%	-8%	-1%	-3	6%	3%	1%	0%	0%
COc1ccc(OC)c(-c2nnc3n2N=C(c2ccc(OC)c(OC)c2)CS3)c1	-1%&-15%	3%	-11%	0%&-13%	-5%	63&34	/	-1%&0%	-2%	-5%	?
Nc1cc(=O)[nH]c(=S)n1-c1cccc(C(F)(F)F)c1	-1%	0%	-5%	-4%	?	-1	-7%	5%	-1%	-28%	?
Cc1ccccc1C(C(=O)NC1CCCC1)N(C(=O)CNC(=O)c1ccco1)c1cccnc1 (stereo not drawn)	0%	/	0%	-12%	6%	6	/	0%	/	/	0%
O=C(c1ccc(Br)o1)N1CCN(Cc2ccc3c(c2)OCO3)CC1	-1%	-6%	1%	-9%	?	-10	6%	-4%	0%	-20%	-1%
CC(=O)Nc1ccc(C(=O)OCC(=O)NCc2ccc3c(c2)OCO3)cc1	10%	-1%	/	-7%	-6%	6	5%	0%	0%	-4%[46.1 µM]	-1%
CCCOc1ccc(C(C)(O)CN2CCOCC2)cc1 (stereo not drawn)	2%	-2%	-6%	-12%	1%	-8	1%	-3%	2%	1%	1%
Cc1cccc(NC(=O)CNC(=O)c2cc(C3CC3)nn2-c2ccccc2)c1C	-1%	-1%	8%	29%	19%	10	-11%	-12%	-1%	4%	3%
Cc1ccc(Cn2ccc(NC(=O)c3nc4ncccn4n3)n2)cc1	/	-4%	2%	/	/	/	-1%	/	1%	-1%	/
COC(=O)C(NNc1ccccc1)(NC(=O)c1cccc(F)c1)C(F)(F)F (stereo not drawn)	0%	-5%	-1%	/	8%	22	-32%	-5%	0%	-2%	?
c1ccc2ccccc2c1	2%	1%	-11%	17%	26%	-5	/	-2%	3%	1%	0%
CC1CCCCN1S(=O)(=O)Cc1ccccc1Cl (stereo not drawn)	1%	0%	-1%	-14%	9%	-5	39%	6%	-2%	-3%	1%
O=C(COC(=O)c1ccc(S(=O)(=O)N2CCCCCC2)cc1)NCc1ccc(F)cc1	0%	-6%	-4%	22%	16%	6	13%	-3%	3%	3%	-1%
O=[N+]([O-])c1cccc(/C([O-])=C(/C(=S)Nc2ccccc2)[n+]2ccccc2)c1	6%	-5%	0%	1%	?	36	-38%	-5%	5%	-5%[46.1 µM]	?
O=C(OCCN1CCOCC1)c1cccs1	/	0%	5%	-10%	/	28	-3%	-9%	-3%	3%	2%
CO/N=C/CC(=O)Nc1ccc(F)cc1F	-1%	-9%	-1%	1%	14%	7	-6%	14%	-1%	-1%	-7%
O=C1c2nc3ccccn3c2C(=O)N1Cc1ccccc1	-1%	-11%	1%	8%	8%	4	0%	-6%	21%	-8%	?
Cc1cc(=O)oc2ccc(OCc3ccccc3)cc12	7%	-9%	3%	-3%	?	-118*	23%	2%	-9%	-3%	-3%
O=C(O)COc1ccc(S(=O)(=O)c2ccc(OCC(=O)O)cc2)cc1	6%	-6%	-1%	-1%	1%	-19	15%	5%	2%	4%	5%
CCN1CCCC1CN(Cc1cc2ccc(C)c(C)c2[nH]c1=O)C(=O)Nc1ccccc1OC (stereo not drawn)	-10%	-5%	-3%	-8%	-2%	3	-33%	-9%	0%	0%	-9%
Cc1ccc(NC(=O)c2ccc(-c3nn(C)c(=O)c4ccccc34)cc2)cc1	-1%	0%	-2%	-17%	?	-8	16%	1%	-2%	-1%	?
O=c1oc2ccccc2c2c1C(c1ccc(Cl)cc1)Nc1ccc3ccccc3c1-2 (stereo not drawn)	1%	-1%	12%	-18%	0%	-11	-7%	2%	417%[activator]	-5%	18%
O=C1CC(c2ccc(S(=O)(=O)NC3CC3)cc2)CN1 (stereo not drawn)	24%	-6%	-3%	-4%	9%	2	4%	-3%	0%	4%	-1%
COc1cc(/C=N/NC(=O)C2CCN(CC(O)COCc3ccccc3)CC2)ccc1O (stereo not drawn)	-1%	-5%	1%	-9%	-4%	-9	10%	-9%	44%[activator]	-4%	1%

2 successive records from above, quoted:
molecule	AT treatment	PTAP TSG101 blk	Mito fusion yeast	Eya2 inh	ELG1 repair inh	TSHR antag	Integrin act MD	Tb PFK block	S-ASM inh	TCR activator	Chronic BCR inh
O=C(O)COc1ccc(S(=O)(=O)c2ccc(OCC(=O)O)cc2)cc1	6%	-6%	-1%	-1%	1%	-19	15%	5%	2%	4%	5%
CCN1CCCC1CN(Cc1cc2ccc(C)c(C)c2[nH]c1=O)C(=O)Nc1ccccc1OC (stereo not drawn)	-10%	-5%	-3%	-8%	-2%	3	-33%	-9%	0%	0%	-9%
